Compound activity (PubChem BioAssay)
PDI inh: inhibitors of human PDI, primary screen, biochemical, turbidity, single point, plate reader. PDI insulin aggregation turbidity, A650, 90 min. inhibition, % at 10 µM. hit rate 0.052% among 350,000. AID 588391, 2011;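 active = mean inhibition across replicates of 30% or more, whatever share of single replicates reach that level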;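 note: absorbance from insulin aggregation driven by PDI reduction with DTT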
Target sequence (P07237 whole entry, looked up): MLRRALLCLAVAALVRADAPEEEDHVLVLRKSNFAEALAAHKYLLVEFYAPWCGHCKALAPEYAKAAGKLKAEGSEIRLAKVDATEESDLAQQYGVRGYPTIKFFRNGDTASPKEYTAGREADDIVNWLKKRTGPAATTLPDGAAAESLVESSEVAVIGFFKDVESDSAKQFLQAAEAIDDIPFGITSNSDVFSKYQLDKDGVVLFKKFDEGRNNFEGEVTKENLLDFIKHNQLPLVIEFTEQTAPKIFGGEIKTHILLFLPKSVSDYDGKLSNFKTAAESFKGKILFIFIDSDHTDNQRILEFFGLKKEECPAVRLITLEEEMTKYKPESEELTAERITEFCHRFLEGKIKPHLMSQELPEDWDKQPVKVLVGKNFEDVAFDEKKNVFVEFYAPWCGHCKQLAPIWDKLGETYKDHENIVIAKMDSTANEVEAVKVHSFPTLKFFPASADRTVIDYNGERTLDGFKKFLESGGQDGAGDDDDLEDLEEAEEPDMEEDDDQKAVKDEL
Shn3 3UTR inh: reduction of Shn3 3'UTR firefly luciferase signal, primary screen, Schnurri-3 inhibitor project, cell-based, Clone20 osteoblasts, set 2; Clone20 osteoblast Shn3 3'UTR firefly luciferase, 24 h; inhibition, % at 12.5 µM; hit rate 0.52% among 360,000; AID 588674, 2011;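 active = mean inhibition of at least 75% with every replicate also reaching 75%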;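 note: 0% = median of neutral control wells and 100% = pilot-screen positive control compound; some compounds past the cut are filed as inactive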
Peg3 prom inh: Peg3 promoter-driven luciferase inhibitors, primary screen, cell-based, HeLa, luciferase luminescence. HeLa PEG-Prom luciferase reporter, overnight. inhibition, % at 20 µM. hit rate 1.7% among 360,000. AID 588405, 2011;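 active = inhibition of at least 50% at 20 µM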
NR2E3 ag-1: NR2E3 agonists in two-hybrid cells, primary screen, cell-based, luminescence, CHO-S, Gal4-NCOR/VP16-NR2E3; Photoreceptor-specific nuclear receptor (Homo sapiens), Q9Y5X4; luciferase; inhibition of corepressor binding, % at 3.98 µM; hit rate 0.35% among 360,000; AID 602229, 2012;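 active = inhibition above the mean of all tested compounds plus 3 SD, cut at about 70% in these data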;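 note: 0% = DMSO with NR2E3 transfected cells and 100% = cells lacking NR2E3 construct; higher means lower luciferase signal from less NR2E3 corepressor binding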
Target sequence (Q9Y5X4 whole entry, looked up, the tested form may be a part): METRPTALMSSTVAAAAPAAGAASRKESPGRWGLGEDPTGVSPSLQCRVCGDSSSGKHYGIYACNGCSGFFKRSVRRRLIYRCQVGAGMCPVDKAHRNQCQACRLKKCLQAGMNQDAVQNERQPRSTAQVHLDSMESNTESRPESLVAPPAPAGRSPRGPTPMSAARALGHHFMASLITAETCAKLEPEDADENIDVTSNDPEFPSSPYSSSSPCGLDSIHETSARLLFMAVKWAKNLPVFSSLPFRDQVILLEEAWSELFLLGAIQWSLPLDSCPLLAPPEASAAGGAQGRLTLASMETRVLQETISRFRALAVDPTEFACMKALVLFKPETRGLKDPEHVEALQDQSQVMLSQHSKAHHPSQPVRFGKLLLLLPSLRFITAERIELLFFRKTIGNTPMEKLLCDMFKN
MITF TRPM1 inh: inhibitors of MITF-dependent TRPM1 promoter reporter, primary screen, cell-based, SK-MEL-5, single point, luciferase | inhibition, % at 12.5 µM | SK-MEL-5 TRPM1 promoter luciferase, 24 h | hit rate 0.83% among 330,000;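 active = mean inhibition across replicates of 60% or more, whatever share of single replicates reaches that level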; note: values of inactives mirror those of a sister screen read the other way
Vif imaging: HIV Vif self-association inhibitors, primary screen, imaging, HEK293T, single point | HEK293T cells, Vif self-association by quenched fluorescence, 24 h | inhibition, % at 7.49 µM | hit rate 0.35% among 340,000 | AID 602346, 2012; in the data active = inhibition above about 50%, passing the limit was not always enough; note: some results filed as inactive read as strong as hits
NR2E3 ag-2: inhibitors of NR2E3-RetCOR corepressor binding, primary screen, NR2E3 agonist project, biochemical, TR-FRET, GST-NR2E3, biotin-RetCOR; AID 2300, 2010; inhibition of corepressor binding, % at 4.78 µM; 1536-well; hit rate 0.12% among 320,000; Photoreceptor-specific nuclear receptor (Homo sapiens), Q9Y5X4;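 active = percent inhibition above the cutoff of mean plus 3 SD of all tested compounds, set per screening campaign, cut at about 20% in these data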;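 note: 0% = DMSO wells and 100% = biotin wells as full block of FRET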
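System: GST-tagged NR2E3 plus biotinylated RetCOR corepressor; Amount: 1.35 nM GST-tagged NR2E3 final; Dosing: single nominal compound dose of 4.8 µM; Schedule: 5 h incubation at 4 °C; Technique: TR-FRET with europium anti-GST and streptavidin-D2, 340 nm excitation; Controls: biotin wells as high control, 0.6% DMSO wells as low control.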
HIF-2a block: HIF-2a reporter inhibitors, primary screen, luminescence, 786-0 RCC cells | 786-0 RCC cells HIF-2a reporter, luciferase luminescence, overnight | inhibition, % at 18.8 µM | hit rate 0.72% among 360,000 | AID 624352, 2012;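 active = inhibition of the luminescence signal of 40% or more relative to plate controls, in a single-dose primary screen at 18.75 µM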
KKLEB cytotox: cytotoxicity in KKLEB CF airway cells, primary screen, cytotoxicity control for CF NF-kB inhibitor project, cell-based, uHTS, fluorescence assay plates | KKLEB CF airway cells viability, ATPlite luminescence, overnight; active compounds read low; cells stimulated with P. aeruginosa culture filtrate | activity change (cytotoxicity), % at 5 µM | hit rate 0.36% among 360,000;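 active = corrected activity change at or below -50% at 5 µM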
CF NFkB inh: inhibitors of PAF-induced NF-kB signaling, primary screen, cell-based, GFP fluorescence, uHTS; inhibition, % at 5 µM; KKLEB NF-kB-GFP reporter, GFP fluorescence overnight; AID 588850, 2011; hit rate 0.86% among 360,000;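 active = at least 50% inhibition at 5 µM, scaled per plate between neutral and stimulator controls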;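 note: PAF is a Pseudomonas aeruginosa culture filtrate used as stimulus; plate controls were PAF-stimulated DMSO wells for no effect and unstimulated DMSO wells for full effect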
CaV13 FRET inh: Primary screen for inhibitors of IQ motif and Ca2+-dependent inactivation inhibitor domain binding in CACNA1D, Förster resonance energy transfer in living cells, … | HEK cells, CFP/YFP FRET ICDI-IQ, plate reader, 10 min; percent FRET-ratio fall versus neutral wells | inhibition, % at 12.3 µM | hit rate 0.098% among 340,000 | AID 743397;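 active = mean replicate inhibition of at least 30% and at least 1% of replicates passing that level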;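 note: 0% = median of the neutral control wells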
Active calls of the source: *; / = no result given.

SMILES	PDI inh	Shn3 3UTR inh	Peg3 prom inh	NR2E3 ag-1	MITF TRPM1 inh	Vif imaging	NR2E3 ag-2	HIF-2a block	KKLEB cytotox	CF NFkB inh	CaV13 FRET inh
CC(C)OC(=O)Cn1c(=O)sc2ccccc21	-4	-3	3	-15	-6	-18	2	4	-2	11	-3
COc1ccccc1C(=O)N1CCCC(C)(C(=O)NS(=O)(=O)C2CC2)C1 (configuration not stated)	11	4	-17	-28	/	-1	/	8	-7	15	-6
COc1cc(/C=C/c2nnc3c4ccccc4ncn23)cc(OC)c1OC	-2	-3	31	4	-1	3	1	-64	-7	6	-3
CC(=O)c1ccc(NC(=O)CCNS(=O)(=O)c2cc(Br)cnc2N)cc1	-2	2	4	23	-1	5	2	13	5	13	-4
Cc1cc(N2CCN(C)CC2)ccc1NC(=O)c1cccc(S(=O)(=O)N2CCc3ccccc3C2)c1	-4	56	109*	-33	38	2	2	18	15	-5	-4
CCN(CC)CCN(C(=O)c1ccc2ccccc2c1)c1nc2ccc(OC)cc2s1	8	9	-19	-11	7	-24	-3	-12	6	7	-3
CC(C)CCn1cnc2c1c(=O)[nH]c(=O)n2Cc1ccccc1	-2	6	-4	9	10	-1	3	16	-3	3	-2
CCOc1cc(CNCC(O)c2ccccc2)cc(Cl)c1OC (configuration not stated)	3	17	6	-40	6	-3	-1	-4	-19	12	-5
CCN(CC)CCN1C(=O)C(O)=C(C(=O)c2cccs2)C1c1ccc(C)o1 (configuration not stated)	2	-9	-28	-14	0	2	1	-12	-4	13	-4
CCN1CCN(CCCNC(=O)c2cn(CCOC)c(=O)c3c2c2ccccc2n3C)CC1	-13	-33	8	-6	-11	10	5	4	-4	-12	-2
Cc1ccccc1NC(=O)c1cccc(NC(=O)c2ccccc2C(=O)O)c1	-2	-10	11	-53	1	2	-3	19	-5	0	-4
COc1ccc([N+](=O)[O-])cc1C1NN=C(c2cccc3ccccc23)S1 (configuration not stated)	-1	10	10	-20	10	-14	0	3	2	-8	/
CCC(C)NC(=O)c1nn(C)c(=O)c2ccccc12 (configuration not stated)	2	1	7	26	2	0	1	17	0	9	-5
Cc1ccc(-n2ncc(C(=O)O)c2C2CCN(C(=O)OC(C)(C)C)CC2)cc1	3	5	10	-29	-8	2	1	-14	10	-4	/
COc1ccccc1OCCCn1c(C)c(C#N)c2ccccc21	5	12	25	-13	-1	7	2	9	-4	1	-4
CCn1c2ccccc2c2cc(CNCc3ccc(OC)cc3OC)ccc21	1	81	114*	-1	22	-16	1	17	-29	34	-18
COc1ccccc1Oc1ccc(NC(=O)c2ccccc2C)cc1	2	8	-49	-20	-18	4	-5	-66	-2	-22	9
CCN1C(=NCCCOC(C)C)N[C@@H](c2ccccc2)[C@H](C(=O)OC)[C@H]1C	-4	6	-5	16	-32	-13	/	3	-3	-29	-6
O=c1[nH]c(Nc2ccc3c(c2)OCCO3)nnc1Cc1ccc(Cl)cc1	-5	11	30	2	8	1	4	-1	-11	-9	-1
Cc1ccc(F)c(S(=O)(=O)NC(=O)C2(C)CCN2C(=O)COc2ccc(Cl)cc2)c1 (configuration not stated)	-9	4	3	-9	/	-2	/	3	4	-3	-5
CC(NC(=O)COc1ccc(Br)cc1)C(=O)O (configuration not stated)	0	5	-12	8	0	-3	0	6	-18	7	/
CC(=O)NCCC(=O)Nc1nc(-c2ccc3ccccc3c2)cs1	-2	-54	-129	-16	-5	1	/	-117	-1	-8	-4
COc1cccc(OC)c1C(=O)NC(=S)Nc1ccc2oc(=O)ccc2c1	9	-6	-6	-40	-27	-5	3	11	6	-13	-4
CN(C)c1ccncc1C(=O)Nc1ccc(F)cc1F	10	-13	9	30	3	0	1	19	-3	0	-14
Cc1ccc(S(=O)(=O)NCC(=O)OCC(=O)c2cccs2)cc1	2	9	1	12	-18	37	0	16	10	-9	-4

(listing goes on)
SMILES	PDI inh	Shn3 3UTR inh	Peg3 prom inh	NR2E3 ag-1	MITF TRPM1 inh	Vif imaging	NR2E3 ag-2	HIF-2a block	KKLEB cytotox	CF NFkB inh	CaV13 FRET inh
Cc1ccc(C)c(N2C(=O)CC(Cc3ccccc3)C2=O)c1 (configuration not stated)	0	13	7	7	0	0	-1	16	-6	1	1
Cc1cc(C)c[n+](-c2[nH]c(=O)sc2/C=N/N=C(\[O-])c2cccnc2)c1	0	6	7	25	13	-7	-1	15	8	-16	-8
COc1ccccc1C(=O)OCC(=O)NC(=O)NC1CCCC1	-1	-7	0	-12	2	24	2	-7	0	11	-6
COCCC(=O)N1CCCC(C(=O)c2ccc(C(F)(F)F)cc2)C1 (configuration not stated)	-3	-15	9	-33	5	24	2	-4	-9	4	-20
COc1ccc(OC)c(NC(=O)CCC(=O)Nc2nnc(C(F)(F)F)s2)c1	5	-4	-5	5	4	0	-5	-13	-1	7	-1
COc1ccccc1Oc1ccc(N2CC(C(=O)OCC(=O)c3ccccc3)CC2=O)cc1 (configuration not stated)	0	-9	1	-8	5	-7	1	5	-13	21	/
CC1CCCC(NC(=O)COC(=O)COc2ccc(Cl)cc2)C1C (configuration not stated)	-1	-19	8	13	-2	9	1	11	0	-7	-3
O=C1CN(C(=O)CSc2nc(-c3ccccc3)cs2)c2ccccc2N1	-14	5	-6	-30	2	-17	-3	-1	4	-8	-18
Cc1ccc(S(=O)(=O)/C(C#N)=C/c2c(N3CCOCC3)nc3ccccn3c2=O)cc1	-5	-1	18	18	6	-6	/	2	-5	0	-6
C=CCOc1ccccc1CNc1ccc2c(c1)OCCO2	0	35	-3	49	32	-7	-3	13	-15	11	/
CC(=O)Nc1ccc(-c2csc(NC(=O)C3CSC4(C)CCC(=O)N34)n2)cc1 (configuration not stated)	1	-43	-2	-32	1	-1	2	-2	-1	4	-5
CCCN1C(=O)COc2ccc(C(=O)c3ccccc3C(=O)O)cc21	7	-3	11	-9	9	-4	1	11	11	-1	-5
Cc1ccc(-c2cc(C(F)F)n3ncc(C(=O)Nc4c(C)nn(Cc5c(Cl)cccc5Cl)c4C)c3n2)cc1	-8	59	-21	14	23	28	-1	8	-65*	77*	-5
Cc1c(NC(=O)COC(=O)/C=C/c2cccc(Cl)c2)c(=O)n(-c2ccccc2)n1C	6	5	-5	-5	7	2	-1	12	8	19	-6
CCc1ccccc1NC(=O)c1nnn(CC(=O)Nc2ccccc2C)c1N	-13	0	-6	-18	5	0	2	14	-2	-9	-6
COc1ccc(/C=C\c2onc(C)c2S(=O)(=O)N2CCC(C(=O)NCCC(C)C)CC2)cc1	/	24	15	8	/	8	3	7	-11	12	-4
Cc1nn(C(=O)CN2C(=O)c3ccccc3C2=O)c(C)c1Br	-5	1	13	9	13	-2	-4	6	0	5	/
CC(=O)Nc1ccc(S(=O)(=O)NC(C)CCc2ccccc2)cc1 (configuration not stated)	-19	13	18	-1	8	5	-2	20	19	-8	-20
N#Cc1ccsc1NC(=O)COC(=O)CCCSc1nc2ccccc2s1	-2	14	10	7	14	-7	0	64*	0	8	-5
COc1cc(Cl)c(C)cc1NC(=O)CCNC(=O)c1ccco1	11	9	3	-8	-1	-1	0	-3	2	-2	-4
Cc1ccc(C(=O)NNC(=O)Cc2ccccc2)cc1	-14	-55	-25	-13	-6	1	-2	-82	0	4	-9
COc1ccc2[nH]c3c(c2c1)CCN1C(=O)N([C@@H](C)C(=O)NCCc2ccc(F)cc2)C(=O)[C@]31C	/	10	15	-8	1	-6	-1	-5	-2	-4	/
FC(F)(F)c1cc(-c2ccccc2)nc(NCc2cccs2)n1	0	4	15	24	6	-15	2	17	1	9	-2
O=c1[nH]nc(-c2ccc[nH]2)[nH]1	6	-18	-1	-9	/	8	/	6	9	-19	-5
Cc1ccc([N+](=O)[O-])c(-c2n[nH]c(=S)n2-c2cccc(Cl)c2)c1	2	-5	7	-10	-7	-2	-5	6	7	-5	-3

The list continues:
SMILES	PDI inh	Shn3 3UTR inh	Peg3 prom inh	NR2E3 ag-1	MITF TRPM1 inh	Vif imaging	NR2E3 ag-2	HIF-2a block	KKLEB cytotox	CF NFkB inh	CaV13 FRET inh
CCOC(=O)c1cnc(SCC(=O)N2CCN(c3ccccc3)CC2)nc1N	1	8	5	14	0	-5	1	7	0	1	0
Cc1c(C#N)c(O)[nH]c(=O)c1N=Nc1ccc(Cl)c(C(=O)O)c1	1	-6	-8	6	1	-4	-1	14	-6	-4	-4
CC(=O)C1=C(C)NC(SCC(=O)c2ccc(Cl)cc2)=C(C#N)C1c1ccco1 (configuration not stated)	6	19	7	-22	-17	58*	5	-23	4	0	/
COc1ccccc1CC(=O)NC1CC(C)(C)NC(C)(C)C1	2	15	13	-36	1	-4	-4	22	10	-2	-4
COc1ccc(-c2c(-c3cc(OC)cc(OC)c3)n(C)c3ccc(-c4ccc5cc[nH]c5c4)cc23)cc1	2	12	-2	3	5	-5	/	17	-6	-16	-11
Cc1cc2ccccc2n1CCNC(=O)c1ccccc1	-2	-44	-99	-112	-17	/	-4	-75	4	4	-5
CC(C)(C)C(=O)NC(=S)NNC(=O)c1ccncc1	8	4	-48	-38	11	7	1	-16	-16	-8	0
COc1cc([N+](=O)[O-])ccc1NC(=O)CN1CCOCC1	0	3	18	-33	0	1	1	21	5	0	-6
COC(C(=O)Nc1ccnn1C1CCN(Cc2ccc(Cl)s2)CC1)c1ccccc1 (configuration not stated)	3	1	14	-4	4	-4	2	7	23	-24	-7
CC(C)(C)NC(=O)C1(C)CCC(=O)N1CCCn1ccnc1 (configuration not stated)	/	1	-10	-34	/	/	/	11	-11	19	-6
O/N=C/c1cccnc1Sc1ccccc1	-2	0	0	-9	1	14	3	-12	0	11	-5

No new results follow: four of the compounds above.
SMILES	PDI inh	Shn3 3UTR inh	Peg3 prom inh	NR2E3 ag-1	MITF TRPM1 inh	Vif imaging	NR2E3 ag-2	HIF-2a block	KKLEB cytotox	CF NFkB inh	CaV13 FRET inh
CCOC(=O)c1cnc(SCC(=O)N2CCN(c3ccccc3)CC2)nc1N	1	8	5	14	0	-5	1	7	0	1	0
Cc1c(C#N)c(O)[nH]c(=O)c1N=Nc1ccc(Cl)c(C(=O)O)c1	1	-6	-8	6	1	-4	-1	14	-6	-4	-4
CC(=O)C1=C(C)NC(SCC(=O)c2ccc(Cl)cc2)=C(C#N)C1c1ccco1 (configuration not stated)	6	19	7	-22	-17	58*	5	-23	4	0	/
COc1ccccc1CC(=O)NC1CC(C)(C)NC(C)(C)C1	2	15	13	-36	1	-4	-4	22	10	-2	-4
